# Source: PubChem BioAssay
# HKDC1 inh: HKDC1 hexokinase inhibitors, primary screen, biochemical, fluorescence, uHTS. recombinant HKDC1, G6PDH/diaphorase resazurin coupled fluorescence. inhibition, % at 20 µM. 0.16% of 340,000 active. AID 493160, 2011;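 active = inhibition above about 35% when tested at 20 µM, limit read from the data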;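 also: plate controls were DMSO wells with enzyme for no effect and DMSO wells lacking enzyme for full effect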
#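 Test system: recombinant HKDC1 (HK5) hexokinase enzyme, produced in-house; Amount: enzyme 5 µg/mL final; Buffer or medium: Tris pH 8.0 buffer with MgCl2, Tween-20, BSA, BME; Reagent: glucose and ATP substrates; Doses: 20 µM test compound, 1% DMSO; Incubation: 90 min reaction incubation at room temperature, dark; Detection: resorufin fluorescence at 613 nm.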
# SENP6 block: SENP6 protease inhibitors, primary screen, biochemical, luminescence, uHTS; Recombinant SENP6 catalytic domain, aminoluciferin luminescence; Sentrin-specific protease 6 (Homo sapiens), Q9GZR1; 1.8% of 330,000 active; AID 2599, 2010; inhibition, % at 10 µM;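 active = inhibition above about 50% at the single tested dose, limit read from the data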;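 also: plate controls were DMSO wells with enzyme for no effect and DMSO wells lacking enzyme for full effect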
# Apaf-1 inh: inhibitors of human Apaf-1 apoptosome, primary screen, biochemical, DEVD-Rh110 fluorescence, uHTS; Apoptotic protease-activating factor 1 (Homo sapiens), O14727; reconstituted apoptosome caspase-3 activity; inhibition, % at 20 µM; 0.71% of 330,000 active; AID 489030, 2010; active = inhibition of at least 40% at 20 µM;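 also: plate controls were DMSO wells for no effect and DEVD-CHO caspase inhibitor wells for full effect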
#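 Material: reconstituted apoptosome with Apaf-1, cytochrome c, caspase-9, procaspase-3, dATP / Buffer or medium: pH 7.5 Hepes buffer with CHAPS, BSA, DTT / Also added: cytochrome c with DEVD-Rh110 / Schedule: compound with Apaf-1, dATP, procaspase-3 30 min, then 50 min reaction, room temperature / Technique: rhodamine 110 fluorescence at Ex 480/Em 540 nm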
# SENP7 inh: SENP7 protease inhibitors, primary screen, biochemical, luminescence, uHTS; 1.5% of 330,000 active; inhibition, % at 5 µM; Sentrin-specific protease 7 (Homo sapiens), Q9BQF6; recombinant SENP7, Z-RLRGG-aminoluciferin luminescence, 40 min;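 active = inhibition above about 50% at the single test dose, limit read from the data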;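 also: plate controls were DMSO with enzyme for no effect and no enzyme buffer wells for full effect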
# Target sequence (Q9BQF6 706-1050 limits assumed): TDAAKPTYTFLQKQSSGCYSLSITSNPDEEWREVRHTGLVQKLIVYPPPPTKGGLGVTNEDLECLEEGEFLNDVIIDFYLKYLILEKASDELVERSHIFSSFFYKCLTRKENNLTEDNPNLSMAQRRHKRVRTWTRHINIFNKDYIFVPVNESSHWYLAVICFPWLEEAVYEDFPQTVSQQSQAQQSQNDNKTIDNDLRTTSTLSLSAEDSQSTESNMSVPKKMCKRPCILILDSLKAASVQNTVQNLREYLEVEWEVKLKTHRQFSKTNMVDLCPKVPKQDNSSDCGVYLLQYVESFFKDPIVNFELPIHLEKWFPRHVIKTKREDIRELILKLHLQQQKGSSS
# PfG6PD inh: PfG6PD enzyme inhibitors, primary screen, biochemical, fluorescence intensity, uHTS; PfGluPho enzyme, NADPH resazurin-diaphorase fluorescence; AID 504690, 2011; 0.78% of 350,000 active; inhibition, % at 20 µM;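 active = inhibition reaching at least a set limit at 20 µM in the primary screen, cut at about 59% in these data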;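 also: 0% = DMSO wells with substrate and 100% = DMSO wells lacking glucose-6-phosphate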
# SENP8 block-1: human SENP8 protease inhibitors, primary screen, biochemical, fluorescence, Nedd8 protein substrate, uHTS; recombinant SENP8; 0.64% of 360,000 active; inhibition, % at 20 µM; AID 602440, 2012; in the data active = inhibition mostly above about 40%, no sharp cut-off; inactive = mostly below about 27%
# Target sequence (Q96LD8 whole entry, looked up): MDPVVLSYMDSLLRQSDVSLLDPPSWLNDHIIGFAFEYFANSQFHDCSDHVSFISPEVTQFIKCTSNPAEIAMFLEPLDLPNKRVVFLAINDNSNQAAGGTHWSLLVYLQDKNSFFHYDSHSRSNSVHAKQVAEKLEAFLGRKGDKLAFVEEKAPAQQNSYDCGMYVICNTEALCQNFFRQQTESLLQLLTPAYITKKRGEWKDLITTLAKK
# SENP8 block-2: SENP8 protease inhibitors, primary screen, biochemical, luminescence; inhibition, % at 10 µM; AID 2540, 2010; Sentrin-specific protease 8 (Homo sapiens), Q96LD8; 1.2% of 330,000 active; purified SENP8, Z-RLRGG-aminoluciferin cleavage; in the data active = inhibition above about 50%
# SENP1 FRET inh: human SENP1 catalytic domain inhibitors, primary screen, biochemical, FRET, uHTS; 0.21% of 360,000 active; inhibition, % at 10 µM; recombinant SENP1 catalytic domain, CyPet-SUMO1-YPet FRET cleavage; Sentrin-specific protease 1 (Homo sapiens), Q9P0U3;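 active = inhibition at least 30% at 10 µM, raw YFP signal under a set limit, fluorescence ratio 0.5 to 1.5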;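 also: 0% = enzyme with DMSO and 100% = no enzyme wells; some results filed as inactive read as strong as hits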
# Target sequence (Q9P0U3 419-644 limits assumed): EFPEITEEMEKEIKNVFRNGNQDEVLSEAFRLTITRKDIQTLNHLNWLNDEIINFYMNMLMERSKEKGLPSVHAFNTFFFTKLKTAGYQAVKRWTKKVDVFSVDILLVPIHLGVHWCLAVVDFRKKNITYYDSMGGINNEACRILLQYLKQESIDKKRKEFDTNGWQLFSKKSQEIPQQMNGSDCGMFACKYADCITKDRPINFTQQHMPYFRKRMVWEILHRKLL
#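 Test system: human SENP1 catalytic domain; medium: Tris pH 8 buffer plus EDTA, NaCl, BME, BSA, NP40, catalase; incubation: 50 min reaction at room temperature; technique: FRET, CFP and YFP emission; controls: no-enzyme low control and enzyme-plus-DMSO high control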
# An asterisk follows results filed as active; . = not tested or not shown.
SMILES,HKDC1 inh,SENP6 block,Apaf-1 inh,SENP7 inh,PfG6PD inh,SENP8 block-1,SENP8 block-2,SENP1 FRET inh
Cc1cccc(C)c1Nc1c(-c2ccccc2O)nc2ncccn12,5.5,-11.3,-14.6,6.4,6.0,-1.5,1.6,32.1*
COc1cc2ccccc2cc1C(=O)Nc1cc(C)ccn1,6.4,1.8,12.8,-3.1,19.3,-265.7,3.5,-0.6
Cc1ccc(N2C(=O)CC(n3nc(C)cc3C)C2=O)cc1 (stereo unspecified),-9.9,-14.2,-13.2,-4.1,2.9,13.0,1.0,1.3
CCOc1ccccc1N1CCN(c2nc3ccccc3nc2C(C#N)C(=O)OC(C)C)CC1 (stereo unspecified),-1.9,13.6,7.4,9.0,24.4,5.6,6.4,3.8
CCC(=O)NC(=S)Nc1ccc(NC(=O)COc2ccc(Cl)cc2Cl)cc1,-2.8,0.8,-30.9,1.1,3.0,9.8,8.4,-2.6
COc1ccc([C@@H]2[C@@H]3C(=O)N(C(C)(C)C)C(=O)[C@@H]3[C@]3(CC(C)C)C(=O)N(c4cccc(Br)c4)C(=O)N23)cc1,0.7,-6.1,10.5,-14.2,-3.4,15.9,-6.5,1.4
COc1c(Cl)cc(Cl)cc1C(=O)Nc1ccc(CN2CCOCC2)cc1,-5.9,7.7,-6.3,-13.1,1.0,-0.9,-0.4,1.4
Cc1ccc(-n2c(Cn3nc(C(F)F)cc3C(F)F)n[nH]c2=S)cc1,12.8,-13.3,-8.3,-9.0,30.7,5.0,-5.7,3.1
COc1cccc(C(=O)Nc2ccc3nc(N4CCOCC4)cc(C)c3c2)c1,5.8,2.4,11.8,-2.3,5.1,-80.4,3.7,-0.4
CC(=O)c1ccc(OCc2cc(C(=O)N(C)CCN3CCOCC3)no2)cc1,-2.6,-14.6,3.4,10.3,-10.6,13.2,1.3,0.4
CC(C)C12CCC(C(=O)O)C(C1)C(=O)O2 (stereo unspecified),-6.5,-16.7,-4.0,0.7,-27.4,17.3,-2.6,-0.4
O=C(Nc1ccccc1)c1cccnc1N1CCCC1,-13.9,-1.9,-1.3,17.8,1.0,-3.1,4.4,-0.5
CN(CC(=O)Nc1ccc(Cl)cc1)c1ccc(S(=O)(=O)N2CCCCC2)cc1[N+](=O)[O-],2.2,-31.7,8.9,-2.2,13.5,22.7,-12.2,-11.7
Cc1cc(C)c(NC(=O)C(C)Sc2nc3ccc(N4C(=O)c5ccccc5C4=O)cc3s2)c(C)c1 (stereo unspecified),-12.3,-1.0,-12.2,7.9,-14.9,-2.0,6.5,0.7
COc1ccccc1C1NC(c2ccccc2OC)C(C)C(=O)C1C (stereo unspecified),-5.1,-1.9,5.1,1.8,-0.9,7.4,-1.1,3.1
CCOc1ncccc1C(=O)Nc1cccc(-n2cnnn2)c1C,8.5,-0.1,-6.1,1.1,4.8,22.8,1.6,-1.0
Cc1nnc(SCc2ccc(F)cc2)s1,-1.1,-27.2,9.8,-13.9,3.6,12.4,-12.0,-0.3
CCOC(=O)C1(Cc2ccccc2)CCCN(C(=O)C=C(C)C)C1 (stereo unspecified),-3.5,21.8,-17.7,-0.8,-6.2,8.7,4.0,-0.1
CC(=O)Nc1ccc(CN2CCC(n3nccc3NC(=O)CCc3ccccc3)CC2)cc1,-1.5,-8.3,-1.6,-1.7,-4.8,3.7,-9.7,0.8
O=[N+]([O-])c1ccccc1S(=O)(=O)Oc1ccc(/C=N/n2cnnc2)cc1,13.2,9.5,4.8,4.0,26.7,10.6,4.1,1.8
Cc1occc1C(=O)Nc1cccc(S(=O)(=O)N2CCOCC2)c1,3.9,-4.4,-0.3,1.7,-10.6,8.0,4.5,2.2
CC1(NC(=O)Nc2ccccc2)CCS(=O)(=O)C1 (stereo unspecified),1.7,-12.8,-7.1,-13.9,-1.3,15.8,-5.6,3.4
NC(=O)N/N=C/c1cc(Br)ccc1OCC(=O)NCc1ccccc1,2.5,1.0,12.9,8.7,-13.9,7.6,-6.9,3.3
O=C(Nc1nc2ccc(S(=O)(=O)N3CCOCC3)cc2s1)c1cccs1,-6.9,-13.4,7.3,-5.5,-6.7,-448.5,-11.0,-2.6
CC(C)CC1(C)NC(=O)NC1=O (stereo unspecified),2.1,3.7,-17.8,4.4,-29.1,18.6,-1.3,3.5
NC1=NC2(CCCCC2)n2c(nc3ccccc32)N1,1.5,-15.2,1.7,3.4,-6.9,29.0,-4.1,0.2
Cc1cccc(Nc2nc(N)nc(CN3CCN(C)CC3)n2)c1,-7.7,7.1,8.7,7.8,-4.1,10.0,1.7,0.5
CCn1nccc1C(=O)Nc1nc2ccccc2n1CCN1CCCCC1,-5.7,-8.3,10.3,6.7,10.5,-28.4,2.5,0.2
c1coc(-c2nnc(-c3cccs3)o2)c1,-1.3,3.2,-2.6,15.6,5.0,-230.2,-7.1,1.3
Cn1c(SCC(=O)N2CCCC2=O)nc2ccccc21,-7.6,-10.9,8.6,-3.3,-11.8,8.0,-9.5,2.8

# Complete entries from above. Values in the order: HKDC1 inh | SENP6 block | Apaf-1 inh | SENP7 inh | PfG6PD inh | SENP8 block-1 | SENP8 block-2 | SENP1 FRET inh
# `NC(=O)N/N=C/c1cc(Br)ccc1OCC(=O)NCc1ccccc1` reads 2.5 | 1.0 | 12.9 | 8.7 | -13.9 | 7.6 | -6.9 | 3.3
# `CCOc1ncccc1C(=O)Nc1cccc(-n2cnnn2)c1C` reads 8.5 | -0.1 | -6.1 | 1.1 | 4.8 | 22.8 | 1.6 | -1.0
# `CC1(NC(=O)Nc2ccccc2)CCS(=O)(=O)C1` (stereo unspecified) reads 1.7 | -12.8 | -7.1 | -13.9 | -1.3 | 15.8 | -5.6 | 3.4
# `c1coc(-c2nnc(-c3cccs3)o2)c1` reads -1.3 | 3.2 | -2.6 | 15.6 | 5.0 | -230.2 | -7.1 | 1.3
# `O=[N+]([O-])c1ccccc1S(=O)(=O)Oc1ccc(/C=N/n2cnnc2)cc1` reads 13.2 | 9.5 | 4.8 | 4.0 | 26.7 | 10.6 | 4.1 | 1.8

# (list continues)
SMILES,HKDC1 inh,SENP6 block,Apaf-1 inh,SENP7 inh,PfG6PD inh,SENP8 block-1,SENP8 block-2,SENP1 FRET inh
CC(C)NC(=O)c1ccc(CNC(=O)OCC(F)(F)F)cc1,-0.1,-8.8,13.0,-9.0,-1.9,6.9,-10.5,-0.3
CCOC(=O)c1sc(NC(=O)CC2OC(=O)c3ccccc32)nc1C (stereo unspecified),7.9,9.4,14.5,-8.0,8.5,-167.3,-8.3,0.9
CCCc1c(C)nc2c(OC)cccc2c1SCC(=O)O,-6.0,0.8,-11.7,-8.6,-10.6,-185.8,7.5,1.6
O=C(c1cc(=O)c2ccccc2o1)N1CCN(c2cccc(Cl)c2)CC1,-2.1,1.7,8.5,-5.7,1.8,7.2,-6.6,2.8
FC(F)(F)c1nc(-c2cccnc2)ncc1-c1nnnn1-c1ccccc1,-2.2,-6.5,18.0,-5.0,-13.1,5.8,-5.3,0.7
COC(=O)c1cc2c(C)nn(-c3ccccc3)c2s1,0.0,-16.7,18.3,5.9,-2.6,-20.1,-3.5,-2.1
COc1cc(-c2c(-c3cc(OC)c(OC)c(OC)c3)noc2C)ccc1F,0.6,-7.8,5.8,3.6,63.3*,.,-6.3,.
Cc1cccc(N2CCN(CC(=O)Nc3nccs3)CC2)c1C,-0.5,-16.6,7.6,2.4,-2.3,15.5,-5.8,-2.4
COc1cccc(CSc2nc(N)cc(N)n2)c1,4.7,-43.3,-14.6,9.1,-18.4,14.3,-12.2,0.8
CN(C)CCn1c(NCc2ccc3c(c2)OCO3)nc2ccccc21,-4.8,16.0,2.0,-2.3,-17.0,6.4,2.0,-5.1
O=C(CSc1ccccc1)N(c1ccc(Br)cc1)c1nccs1,-5.2,7.4,18.1,2.8,4.8,6.2,-3.1,1.0
CC(C)[C@H](NC(=O)c1ccc(C(C)(C)C)cc1)C(=O)N1CCN(Cc2ccc3c(c2)OCO3)CC1,1.8,9.9,33.1,-1.8,21.7,4.4,-14.4,-2.5
O=[N+]([O-])c1ccccc1/C=C/c1ccc2ccccc2n1,2.9,88.2*,18.5,81.5*,32.5,11.0,85.0*,-0.9
CC(=O)Nc1cccc(-c2cnc(N)c(C(=O)c3cccnc3)n2)c1,5.0,-0.4,23.1,-5.6,-13.0,-40.8,-10.5,-22.1
O=C(O)Cn1cnc2scc(-c3ccccc3)c2c1=O,-2.9,8.8,-3.2,-4.3,-5.0,14.6,-6.6,-1.3
CN(C(=O)Cn1c(=O)oc2cc(S(=O)(=O)N3CCCC3)ccc21)C1CCCCC1,-7.0,-8.1,-5.1,-2.0,-3.2,20.0,2.9,1.2
COc1ccc(C2=NNC(c3cccs3)=Nc3ccc(OC)cc32)cc1,-5.1,-1.6,20.5,-0.9,-16.2,-8.2,1.9,2.6
COc1cc(S(=O)(=O)N2CCn3cccc3C2C)ccc1NC(C)=O (stereo unspecified),0.9,-2.3,-4.4,0.4,15.0,-10.3,9.4,-10.8
O=C(Nc1cccc(O)c1)c1cccc(C(=O)Nc2cccc(O)c2)c1,-2.1,3.6,-10.0,9.4,4.6,8.9,-8.4,1.4
COc1ccc(OC)c(NC(=O)Cc2c(C(=O)O)n(C)c3ccccc23)c1,4.6,-0.5,4.5,10.4,-9.7,9.7,4.2,-0.3
O=C(O)CSCC(=O)Nc1cccc(C(F)(F)F)c1,-7.4,2.6,-0.8,5.0,9.5,9.9,6.5,-0.8
CC(C)(C)c1nnc2cccc(Cl)n12,-11.0,-7.7,1.5,6.6,-11.7,9.9,-3.6,1.4
Cc1cccc(NC(=O)c2cc(NC(=O)C3CCCCC3C(=O)O)ccc2N2CCOCC2)c1 (stereo unspecified),-6.0,-5.2,-126.7,-6.2,-14.3,-78.6,1.8,0.2
CC(=O)c1ccccc1OCCCCN1CCCCC1,-1.7,13.1,-5.6,0.6,-10.1,1.6,2.7,2.5
CCN(CC)C(=O)CSc1ccc(C(F)(F)F)cc1[N+](=O)[O-],6.1,-3.9,1.6,-6.2,-17.4,17.5,-10.6,-0.6
Cn1nnc2cc(NC(=O)NCc3ccc4c(c3)OCO4)ccc21,-3.4,-11.3,-12.9,1.0,0.8,-4.1,-0.5,2.3
CCN(CC)S(=O)(=O)c1ccc(NC(=S)NC(=O)CC(C)C)cc1,-3.9,-4.9,15.1,-2.8,4.2,15.8,-5.4,1.6
NS(=O)(=O)c1ccc(Cc2ncc(C(F)(F)F)cc2Cl)s1,1.6,-18.4,-40.0,-0.5,-7.1,5.8,-1.7,4.5
Cn1cccc1/C=C1\SC(=S)N(CC(=O)O)C1=O,-3.8,.,.,.,-31.2,20.7,.,-42.6
